# AmpC detergent = AmpC beta-lactamase inhibition with detergent present. P00811. AmpC hydrolysis of nitrocefin, absorbance 480 nm, 0.01% Triton. Potency, µM (top dose mostly 114 µM), for inactives: at the highest dose activity change, negative = inhibition, hits mostly inhibitors. actives 0.041% (n = 370,000);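 note: potency is the fitted concentration of half-maximal effect; 0% = no-compound wells and -100% = no-enzyme wells; nearly all actives have a fitted effect of over 25% in size; some results filed as inactive show a strong effect at the top dose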
# Target sequence (P00811 whole entry, looked up): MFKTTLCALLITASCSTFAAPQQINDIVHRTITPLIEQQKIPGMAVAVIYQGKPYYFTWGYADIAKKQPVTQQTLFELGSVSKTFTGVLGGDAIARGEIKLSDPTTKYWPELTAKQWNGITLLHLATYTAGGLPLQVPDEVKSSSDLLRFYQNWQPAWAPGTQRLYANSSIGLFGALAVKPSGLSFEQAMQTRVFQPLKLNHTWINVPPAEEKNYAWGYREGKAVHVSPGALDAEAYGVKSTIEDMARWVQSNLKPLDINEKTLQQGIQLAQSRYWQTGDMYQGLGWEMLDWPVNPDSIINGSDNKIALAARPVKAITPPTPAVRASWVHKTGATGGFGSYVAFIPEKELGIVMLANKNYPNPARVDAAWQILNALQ
#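 20 mM phosphate pH 7.0 + 0.01% (detergent screen) or 0.0001% Triton X-100; 5.3 nM AmpC reagent; cpd preinc 15 min RT; nitrocefin (800 uM stock) to start; A480 q20 s × 4 min; Activity was normalised to no-enzyme and no-compound control wells.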
# Sm TGR block = S. mansoni TGR enzyme inhibition | purified TGR, DTNB reduction, TNB absorbance 405 nm | Potency, µM (highest dose often 114 µM), without a hit: at the top dose activity change, negative = inhibition, usual class: inhibitors | Q962Y6 | actives 3% (n = 360,000); note: potency is the fitted concentration of half-maximal effect; nearly all actives have a fitted effect of over 60% in size
#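 First, TGR (20 nM dispensed) and NADPH were mixed with compound. Second, a 15 min room-temperature incubation followed. Third, further NADPH and then DTNB were added to start the reaction. Finally, TNB absorbance was monitored kinetically.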
# FBPA Giardia inh = Giardia lamblia aldolase inhibition. A8B2U2. purified Giardia FBPA. Potency, µM (highest dose often 59.6 µM), for the others: top-dose activity, negative = inhibition, usual class: inhibitors. actives 0.71% (n = 290,000); note: potency is the fitted concentration of half-maximal effect; nearly all actives have a fitted effect of over 55% in size
# Target sequence (A8B2U2 whole entry, looked up): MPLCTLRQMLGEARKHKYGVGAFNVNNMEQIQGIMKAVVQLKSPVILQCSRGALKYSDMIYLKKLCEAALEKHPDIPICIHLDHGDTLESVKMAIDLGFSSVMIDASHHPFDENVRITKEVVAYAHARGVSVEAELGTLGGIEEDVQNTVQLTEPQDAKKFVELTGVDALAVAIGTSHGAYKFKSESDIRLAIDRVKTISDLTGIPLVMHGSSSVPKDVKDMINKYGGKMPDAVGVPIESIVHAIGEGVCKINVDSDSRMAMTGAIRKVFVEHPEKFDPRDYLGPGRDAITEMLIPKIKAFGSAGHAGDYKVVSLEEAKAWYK
#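 40 nM FBPA preincubated 10 min at RT with compound (up to 57.5 uM final), then substrate plus GAPDH/TPI/NAD/arsenate coupling and diaphorase/resazurin added. Fluorescence read after 20 min at RT, 525/598 nm.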
# AmpC inh no detg = AmpC beta-lactamase inhibition without detergent; Potency, µM (titrated, usually from 57.1 µM), without a hit: at the highest dose activity change, negative = inhibition, usual class: inhibitors; AID 485341; AmpC nitrocefin hydrolysis, absorbance 480 nm, 0.0001% Triton; actives 0.52% (n = 330,000); P00811;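 note: potency is the fitted concentration of half-maximal effect; plate controls were no compound for no effect and no enzyme for full effect; nearly all actives have a fitted effect of over 20% in size; some results filed as inactive show a strong effect at the top dose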
#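 AmpC (5.3 nM in the dispensed reagent) in 20 mM phosphate pH 7.0 with 0.01% (detergent screen) or 0.0001% Triton X-100 was preincubated with compounds for 15 min at room temperature. Nitrocefin was then added from an 800 uM solution, and hydrolysis was followed at 480 nm.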
# HCMV inh = human cytomegalovirus inhibition; activity change, negative = inhibition, % at 57.5 µM; AID 1259415; actives 4.5% (n = 410,000); HFF cells, HCMV-luciferase reporter, 72 h; hits give low values; in the data active = activity change below about -60%; inconclusive = no clear call, values can overlap the other calls; inactive = above about -39%
#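 Two compound doses tested in HFFs infected with HCMV-luciferase, MOI 1 PFU/cell, 72 h at 37C. Lysate luminescence read with OneGlo; data normalized against buffer-only and 10uM Salinomycin inhibitor controls.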
# AMA1-RON2 inh = disrupts binding of P. falciparum AMA1 to RON2 | AlphaScreen AMA1-biotinylated RON2 peptide binding | Potency, µM (highest dose often 58.2 µM), inactives show at the highest dose activity change, negative = inhibition, hits mostly inhibitors | actives 0.2% (n = 360,000) | AID 720542;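 note: potency is the fitted concentration of half-maximal effect; 0% = vehicle wells and -100% = peptide control; nearly all actives have a fitted effect of over 45% in size; some results filed as inactive show a strong effect at the top dose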
#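 AMA1 (3D7) with his tag at 25 nM final met compounds first, then biotinylated RON2 peptide at 25 nM; detection used donor plus acceptor beads, 10 µg/mL apiece, read by AlphaScreen after 30 min at room temperature.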
# * = called active by the depositor; ? = inconclusive; nt = not tested or not shown; & = joins results of further samples; [ ] = another dose, or the depositor's remark. Unless noted, calls come from the whole dose curve; as a rule, active = well fitted curve in the direction sought with a large enough effect; inconclusive = small, poorly fitted or top-dose-only effect, or another doubt; inactive = no such curve, though single readings can be large; an effect the other way counts as inactive or inconclusive. Unless noted, % is set by controls: 0 for no effect and ±100 for the full control effect.
1) Cc1cc(NC(=O)CCC(=O)N(c2ccc(F)cc2)C(C(=O)NC2CCCC2)c2ccccc2)no1 (centres undefined)
2) CC(C)N(Cc1ccccc1)S(=O)(=O)N(C)C
3) CCOC(=O)C1(C)NC(c2ccco2)C2C(=O)N(CC)C(=O)C21 (centres undefined)
4) CC(C)n1c(O)c(C2c3cc(Cl)ccc3Oc3[nH]c(=O)n(C(C)C)c(=O)c32)c(=O)[nH]c1=O (centres undefined)
5) CC(C)CC(=O)NC(c1ccccc1Cl)c1c(O)ccc2ccccc12 (centres undefined)
6) Nc1c(-c2ccccc2)cnc2cc(-c3ccccc3)nn12
7) CCOC(=O)c1c(CN(CC)CC)n(-c2ccccc2)c2ccc(O)cc12
8) CC(C)N(C(=S)NC1CC2CCC1C2)c1ccccc1 (centres undefined)
Compound | 1 | 2 | 3 | 4 | 5 | 6 | 7 | 8
AmpC detergent | 9% | -18% | 7% | 3% | -9% | -2% | -6% | -1%
Sm TGR block | 31% | 8% | 4% | -35% | -20% | 4% | -19% | 0%
FBPA Giardia inh | 18% | 0% | 4% | -7% | -2% | -2% | 16% | 6%
AmpC inh no detg | 122%[activator] | -5% | -11% | -26% | -38% | -21% | -9% | -33%
HCMV inh | -19 | 7 | -16 | nt | -30 | 25 | -29 | -11
AMA1-RON2 inh | 16% | 0% | -6% | 5% | 0% | 8% | 0% | 8%

9) Cc1ccccc1CN1CCN(CC2CC3C=CC2C3)CC1 (centres undefined)
10) CCOc1ccc(CN(C)C(=O)NNC(=O)c2ccc(C)cc2)cc1OC
11) Cc1ccc(C)c(N2CCN(C(=O)c3ccc(CSc4nc5ccncc5[nH]4)cc3)CC2)c1
12) O=C(Nc1cccc(-c2nn[nH]n2)c1)c1cccs1
13) CCOc1ccc2[nH]c(=O)c(C(c3nnnn3CCOC)N3CCOCC3)cc2c1 (centres undefined)
14) CCCN(CCC)c1nc(N)nc(-c2cc(Cl)ccc2OC)n1
15) CCOc1ccc(S(=O)(=O)NCc2ccc(C)cc2)c2cccnc12
16) O=C(Cc1sc(Nc2ccccc2)nc1-c1ccccc1)NCc1ccccn1
Compound | 9 | 10 | 11 | 12 | 13 | 14 | 15 | 16
AmpC detergent | 4% | -6% | ? | -5% | ? | ? | -13% | -8%
Sm TGR block | 1% | -8% | -9% | 0% | 0% | -3% | 0% | 25µM*
FBPA Giardia inh | ? | 7% | -14% | nt | -5% | 5% | -7% | -11%
AmpC inh no detg | -11% | -12% | 52% | -17% | -21% | -1% | -6% | -46%[11.4 µM]
HCMV inh | 15 | 7 | ? | 29 | -31 | -25 | -21 | -10
AMA1-RON2 inh | -21% | -8% | -26% | -6% | 2% | 1% | 3% | 28%

17) COc1ccc(CNC(=O)C2CCCN2C(=O)NC2CCCCC2)cc1 (centres undefined)
18) COc1ccc(OCCC(=O)OCC(=O)NCc2ccccc2OC)cc1
19) CCOc1cc(/C=N/Nc2ccccc2Cl)ccc1OCC(=O)O
20) O=C(COC(=O)CSc1ccc(F)cc1)NCc1ccco1
21) O=C(CSc1ncn[nH]1)NCc1ccc2c(c1)OCO2
22) Cc1ccc(Oc2ccc(NC(=O)CCC(=O)OCC(=O)c3cccs3)cc2)cc1C
23) CC12CC(O)C3c4ccc(O)cc4CCC3C1CCC2=O (centres undefined)
24) COc1ccc(OCC(=O)Nc2ccc3oc(-c4ccncc4)nc3c2)cc1
Compound | 17 | 18 | 19 | 20 | 21 | 22 | 23 | 24
AmpC detergent | -2% | ? | 0% | 0% | 6% | -13% | 3% | 3%
Sm TGR block | 0%[11.4 µM] | -10% | -5% | ? | 8% | 14% | 8% | -1%
FBPA Giardia inh | 0% | nt | -17% | nt | 2% | 5% | 2% | -1%
AmpC inh no detg | -20% | -14% | -10% | -11% | -25% | 29% | -22% | -21%
HCMV inh | 20 | -30 | 10 | 0 | 8 | -6 | -29 | -20
AMA1-RON2 inh | -5% | 15% | 0% | 22% | 5% | 8% | 7% | 19%

# Exported with values under each structure: 3 of the compounds above
# Values run as follows: AmpC detergent | Sm TGR block | FBPA Giardia inh | AmpC inh no detg | HCMV inh | AMA1-RON2 inh
(17) COc1ccc(CNC(=O)C2CCCN2C(=O)NC2CCCCC2)cc1 (centres undefined)
  -2% | 0%[11.4 µM] | 0% | -20% | 20 | -5%
(18) COc1ccc(OCCC(=O)OCC(=O)NCc2ccccc2OC)cc1
  ? | -10% | nt | -14% | -30 | 15%
(19) CCOc1cc(/C=N/Nc2ccccc2Cl)ccc1OCC(=O)O
  0% | -5% | -17% | -10% | 10 | 0%

# Remaining list, next part:
25) Cc1c(CCC(=O)N[C@@H](C)C(=O)O)c(=O)oc2cc3oc4c(c3cc12)CCCC4
26) COc1ccccc1-c1nnc(SCC(=O)N2CCOCC2)n1-c1ccccc1
27) O=C(CSc1nc2ccccc2c(=O)n1Cc1ccco1)N1CCN(c2ccccc2)CC1
28) C=C1c2cccc(OC)c2O[C@H](C(=O)OCC)[C@@H]1CCCCCC
29) COCCNC(=O)Cn1c(=O)c2cccn2c2ccc(F)cc21
30) O=c1cnnc(Nc2ccc(F)cc2)[nH]1
31) Cc1cnc(CN2CCCC(C(=O)c3ccc4c5c(cccc35)CC4)C2)[nH]1 (centres undefined)
32) Cc1cccc(NC(=S)NCCC(C)C)c1
Compound | 25 | 26 | 27 | 28 | 29 | 30 | 31 | 32
AmpC detergent | -2% | -12% | -6% | nt | 4% | -7% | -6% | 22%
Sm TGR block | 6% | 15% | 0% | nt | 3% | -5% | nt | 0%
FBPA Giardia inh | 12% | -2% | 3% | -20%[89.2 µM] | nt | 4% | 3% | 35%
AmpC inh no detg | 32% | 18% | 0% | 39% | nt | -5% | 157%[activator] | -18%
HCMV inh | -28 | 29 | 10 | nt | 91 | ? | -34 | -30
AMA1-RON2 inh | 0% | -10% | -13% | 8% | nt | -11% | 34%[activator] | -13%

33) COc1ccc(N2CCN(C(=O)NCc3cccc(OC)c3)CC2)cc1
34) COc1ccc2c3c1OC1[C@H](O)CCC4[C@@H](C2)N(C)CC[C@]314 (some centres undefined)
35) Cc1ccc(Cl)cc1NS(=O)(=O)N1CCOCC1
36) COc1ccc(NS(=O)(=O)c2cc(NC(=O)C3CC3)ccc2N2CCOCC2)cc1
37) COc1cc(-c2nnn(CC(=O)Nc3ccc(OC(F)(F)F)cc3)n2)cc(OC)c1OC
38) O=S(=O)(/N=C(/Nc1cccc2ccccc12)c1ccccc1)c1cccs1
39) CCCCCCSc1ccc(-c2nc3ccc(C)cn3c2NC2CCCCC2)cc1
40) CCc1[nH]nc(C(=O)N2CCCC(C(=O)c3cccc(C(F)(F)F)c3)C2)c1C (centres undefined)
Compound | 33 | 34 | 35 | 36 | 37 | 38 | 39 | 40
AmpC detergent | -8% | nt | 3% | -17% | 5% | 15% | ? | 3%
Sm TGR block | -3% | nt | -23% | -7% | 6% | 4% | -3% | 2%
FBPA Giardia inh | 5% | nt | nt | -3% | nt | -5% | nt | nt
AmpC inh no detg | 0% | -16% | 4% | -35% | nt | -6% | -7% | 80%[activator]
HCMV inh | 8 | ? | 41 | ? | -7 | 54 | 17 | ?
AMA1-RON2 inh | -1% | -3% | -4% | 9% | nt | -1% | -3% | 9%

41) CCOc1ccc(CCNC(=O)CCn2c(=O)c3cccn3c3ccc(F)cc32)cc1OCC
42) Cc1cc(C)n2nc(C(=O)N/N=C/C=C/c3ccccc3)nc2n1
43) CCOC(=O)N1CCN(S(=O)(=O)N2CCCC(C(=O)NCc3ccc(OC)cc3OC)C2)CC1 (centres undefined)
44) C=C[C@H]1C(O[C@@H]2O[C@H](CO)[C@@H](O)[C@H](O)[C@H]2O)OC=C2C(=O)N3CCc4cc(OC)c(O)cc4[C@H]3C[C@H]21 (some centres undefined)
45) Cc1c(OCC(=O)C(C)(C)C)ccc2c3c(c(=O)oc12)CCCC3
46) COC(=O)/C(=C\C(=O)c1ccccc1)Nc1ccc(OC)cc1
47) Cc1cc(C)nc(NS(=O)(=O)c2ccc(NC(=S)NC(=O)C3CCCC3)cc2)n1
48) COC(=O)CCS(=O)(=O)c1ccc(NC(C)=O)cc1
Compound | 41 | 42 | 43 | 44 | 45 | 46 | 47 | 48
AmpC detergent | 3% | 3% | 2%&0% | nt | -12% | 5% | ? | -14%
Sm TGR block | -5% | 1% | -9%&1% | nt | 10% | 23% | ? | 9%
FBPA Giardia inh | nt | -23% | nt | nt | 13% | -23% | 4% | 3%
AmpC inh no detg | nt | 3% | 90%[activator] | -9% | -13% | ? | -52% | -13%
HCMV inh | 3 | 27 | -15&-7 | -22 | 24 | 38 | 29 | -18
AMA1-RON2 inh | nt | 0% | -5% | 16% | -4% | -13% | 9% | 9%

49) N#Cc1nc(COc2ccccc2)oc1N1CCOCC1
50) Cc1ccc(OCCCC(=O)NNC(=O)c2ccccn2)cc1
51) O=C(COC(=O)COc1ccccc1[N+](=O)[O-])Nc1ccc(S(=O)(=O)N2CCCCC2)cc1
52) O=C(N/N=C/c1cccs1)[C@H]1C[C@@H]1c1ccccc1
53) CCOc1ccc(S(=O)(=O)N2CCN(C(=O)Cc3ccc(S(=O)(=O)N4CCOCC4)s3)CC2)cc1
54) COc1ccc(C)cc1NC(=O)CSc1ccc(-c2cccnc2)nn1
55) COc1ccccc1NC(=O)/C(=C/c1cccs1)NC(=O)c1ccco1
56) CCCCOc1ccc(NC(=O)CSc2cccc3cccnc23)cc1
Compound | 49 | 50 | 51 | 52 | 53 | 54 | 55 | 56
AmpC detergent | ? | nt | -7% | ? | -10% | 4% | 3% | -11%
Sm TGR block | 1% | nt | 0% | -12% | -8% | 10% | -10% | -11%
FBPA Giardia inh | 7% | nt | -5% | -1% | nt | -6% | 0% | 0%
AmpC inh no detg | -13% | -14% | -32% | -26% | 67%[activator] | -3% | -16% | -31%
HCMV inh | 11 | -34 | 85 | ? | -15 | -9 | -16 | -9
AMA1-RON2 inh | -14% | 22% | -15% | 6% | -25% | -1% | ? | -19%

# Compounds above that contain an aryl thioether with sulfur outside any ring:
11) Cc1ccc(C)c(N2CCN(C(=O)c3ccc(CSc4nc5ccncc5[nH]4)cc3)CC2)c1
20) O=C(COC(=O)CSc1ccc(F)cc1)NCc1ccco1
21) O=C(CSc1ncn[nH]1)NCc1ccc2c(c1)OCO2
26) COc1ccccc1-c1nnc(SCC(=O)N2CCOCC2)n1-c1ccccc1
27) O=C(CSc1nc2ccccc2c(=O)n1Cc1ccco1)N1CCN(c2ccccc2)CC1
39) CCCCCCSc1ccc(-c2nc3ccc(C)cn3c2NC2CCCCC2)cc1
54) COc1ccc(C)cc1NC(=O)CSc1ccc(-c2cccnc2)nn1
56) CCCCOc1ccc(NC(=O)CSc2cccc3cccnc23)cc1
Compound | 11 | 20 | 21 | 26 | 27 | 39 | 54 | 56
AmpC detergent | ? | 0% | 6% | -12% | -6% | ? | 4% | -11%
Sm TGR block | -9% | ? | 8% | 15% | 0% | -3% | 10% | -11%
FBPA Giardia inh | -14% | nt | 2% | -2% | 3% | nt | -6% | 0%
AmpC inh no detg | 52% | -11% | -25% | 18% | 0% | -7% | -3% | -31%
HCMV inh | ? | 0 | 8 | 29 | 10 | 17 | -9 | -9
AMA1-RON2 inh | -26% | 22% | 5% | -10% | -13% | -3% | -1% | -19%

# Bioassay records (PubChem BioAssay)
